MT1-MMP act inh – blocks activation of human MT1-MMP; GFP/RFP ratio change, % at 20 µM; hit rate 0.061% among 360,000; P50281; HT1080 RFP-PRO-GFP cells, GFP/RFP ratio fluorescence, overnight; percent of plate control window, DMSO zero;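 active = GFP/RFP ratio change of at least 30% with cell ATP level not reduced by more than half and red fluorescence within 50% of control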; note: strong numbers were not always called active
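Assay system: HT1080 RFP-PRO-GFP cells. Benchmarks: DMSO vehicle wells and RFP-L50D-GFP reporter cell wells. Times: overnight cell settling, then overnight compound exposure, 37 °C, 5% CO2. Compound: 20 µM single dose, 1% DMSO. Read-out basis: GFP/RFP fluorescence ratio.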
MLLE-PAM2 inh – inhibitors of microRNA-mediated deadenylation, human PABP1 MLLE binding; GST-MLLE / FITC-PAM2 fluorescence polarization; inhibition, % at 20 µM; hit rate 0.36% among 360,000; in the data active = inhibition above about 35%, passing the limit was not always enough;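 note: plate controls were DMSO wells with GST-MLLE for no effect and wells lacking GST-MLLE protein for full effect; some results filed as inactive read as strong as hits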
SKN-1 inh – C. elegans SKN-1 inhibition | inhibition, % at 21.8 µM | hit rate 0.49% among 360,000 | C. elegans VP596 Pgst-4::GFP/RFP ratio, acrylamide-induced, 24 h;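 active = interference check ratio from 0.5 to 1.5 plus GFP to RFP signal ratio inhibition reaching or exceeding a fixed threshold, cut at about 30% in these data, passing the limit was not always enough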; note: some compounds called inactive have numbers as strong as hits
Rin1-Abl PPI inh – human Rin1-Abl interaction inhibition. P00519+Q13671. TR-FRET Rin1/Abl binding, biochemical. inhibition, % at 7.35 µM. hit rate 0.4% among 360,000. AID 588664; in the data active = inhibition above about 5%, passing the limit was not always enough
bovine MsrA act – activators of bovine methionine sulfoxide reductase A; activation, % at 10.6 µM; hit rate 0.3% among 360,000; AID 602163; purified bovine MsrA, absorbance read-out; in the data active = activation above about 7.5%;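 note: 0% = vehicle and 100% = reference activator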
NRP1-CendR mod – alters CendR peptide binding to human NRP-1; O14786; FAM-RPARPAR peptide binding to NRP-1, fluorescence polarization; inhibition, % at 25 µM; hit rate 0.85% among 360,000;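 active = inhibition or corrected inhibition above about 18%, plus a signal ratio from 0.5 to 1.5, limit read from the data, passing the limit was not always enough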; note: strong numbers were not always called active
Neddylation inh – blocks human cullin neddylation; P61081+Q13564; TR-FRET cullin neddylation, biochemical; calls only at 25 µM; hit rate 0.58% among 360,000; AID 651699; in the data active = inhibition above about 36%
Target sequence (P61081 whole entry, looked up): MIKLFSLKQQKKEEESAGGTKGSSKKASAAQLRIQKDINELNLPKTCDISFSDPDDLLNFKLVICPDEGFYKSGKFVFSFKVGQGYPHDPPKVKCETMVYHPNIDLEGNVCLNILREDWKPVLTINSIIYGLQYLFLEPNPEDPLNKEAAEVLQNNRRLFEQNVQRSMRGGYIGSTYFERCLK
Target sequence (Q13564 whole entry, looked up): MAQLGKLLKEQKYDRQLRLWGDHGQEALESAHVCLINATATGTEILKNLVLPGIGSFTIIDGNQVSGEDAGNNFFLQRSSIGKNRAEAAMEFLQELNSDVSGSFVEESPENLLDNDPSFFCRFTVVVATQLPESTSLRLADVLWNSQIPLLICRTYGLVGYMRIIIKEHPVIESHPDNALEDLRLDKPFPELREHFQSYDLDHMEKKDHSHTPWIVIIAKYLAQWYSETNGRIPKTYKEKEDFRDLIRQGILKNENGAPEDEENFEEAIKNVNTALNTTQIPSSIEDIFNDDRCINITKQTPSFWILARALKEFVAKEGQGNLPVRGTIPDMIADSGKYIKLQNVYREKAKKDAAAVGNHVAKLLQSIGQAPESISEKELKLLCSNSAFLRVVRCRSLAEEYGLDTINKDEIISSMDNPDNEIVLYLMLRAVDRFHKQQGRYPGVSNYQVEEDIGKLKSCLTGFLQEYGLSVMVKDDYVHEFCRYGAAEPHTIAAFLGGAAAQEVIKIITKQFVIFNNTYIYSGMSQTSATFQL
FAS-TE inh – inhibitors of human fatty acid synthase thioesterase domain; hit rate 0.67% among 360,000; P49327; inhibition, % at 15 µM; recombinant FAS-TE, OMFH fluorogenic substrate, fluorescence endpoint;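 active = compounds whose normalised, plate-corrected inhibition of enzyme fluorescence in the single-dose primary screen is 50% or more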;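 note: 0% = DMSO with enzyme and 100% = substrate without enzyme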
E coli Lon inh – inhibits E. coli Lon protease | P0A9M0 | purified E. coli Lon protease, fluorescence polarization | inhibition, % at 7.94 µM | hit rate 0.42% among 360,000; in the data active = inhibition above about 13%, passing the limit was not always enough;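 note: 0% = enzyme with probe and DMSO and 100% = no enzyme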
Active calls of the source: *; i = inactive; . = not tested or not shown; + = active, no number; & = joins results of further samples.

SMILES	MT1-MMP act inh	MLLE-PAM2 inh	SKN-1 inh	Rin1-Abl PPI inh	bovine MsrA act	NRP1-CendR mod	Neddylation inh	FAS-TE inh	E coli Lon inh
COc1cc2c(cc1OC)C(Cc1cc(OC)c(OC)cc1[N+](=O)[O-])=NCC2	2	-12	18	6	-6	10	i	-6	-7
COCC(C)NC(=O)c1ccc(-n2nc(C(F)(F)F)cc2-c2cccs2)cc1 (configuration not stated)	1	-5	-4	0	-1	3	i	0	-7
COc1ccc(CN(Cc2ccncc2)C(=O)CCC(=O)O)cc1	4	-7	-16	1	-3	2	i	-9	3
COC(=O)[C@@H]1C[C@@]2(O)[C@@H](O)[C@@H](O)[C@@H](O)C[C@H]2N1Cc1cc(OC)cc(OC)c1	5	-9	12	2	-7	-4	i	-18	4
O=C(O)c1ccc(-n2nc(C(F)(F)F)c3c2-c2ccoc2CC3)cc1	-1	4	-4	-3	-2	-12	i	-2	-2
Cc1cccc(C)c1NC(=O)COC(=O)c1c2c(nc3ccccc13)/C(=C\c1ccc3c(c1)OCO3)CCC2	-252	i	15	-11	-2	121	i	-138	+
CCc1[nH]c(=O)c(C#N)c2c1COC(C)(C)C2	0	-15	-4	3	-1	8	i	-4	1
CCN1C(=NCCc2cccnc2)N[C@@H](c2ccccc2)[C@H](C(=O)OC)[C@H]1C	6	-143	1	0	0	7	i	-9	-10
COc1cccc(NC(=O)CN(C)C(=O)C2CC3C=CC2C3)c1 (configuration not stated)	6	-17	8	1	-2	6	i	-8	-5
CC1=Nc2ccc(C)cc2/C1=C/c1c(N)n2oc(C)cc2nc1=O	-6&-9	-44&-61	15&23	-1&-1	-6&-5	-74&-92	i	-3&-7	-97&-50
COc1ccc(S(=O)(=O)NC(C)C(=O)NCc2ccc3c(c2)OCO3)cc1OC (configuration not stated)	1	23	13	3	-3	-5	i	-3	2
COC(=O)c1ccccc1NC(=O)C/C(C)=N/NC(=O)CC#N	-1	2	3	2	-10	1	i	0	-1
COc1ccc(S(=O)(=O)NCC2CCC(C(=O)NCC(OC)OC)CC2)cc1 (configuration not stated)	-1	2	-2	-6	-1	5	i	-3	-9
COc1ccc(S(=O)(=O)N2CCCCCC2)cc1C(=O)OCc1cccc(OC)c1OC	-2	-7	3	7	-2	7	i	26	-3
COc1ccccc1N(CC(=O)Nc1ccc(F)c(F)c1)S(C)(=O)=O	2	12	20	1	2	7	i	1	13
COc1ccc(C(C(=O)NC2CCCCC2)N(C(=O)c2ccco2)c2ccccc2OC)cc1 (configuration not stated)	-4	-2	-5	4	-6	9	i	4	1
COC(=O)C1=C(N)OC2=C(C(=O)CCC2)C1c1cccnc1 (configuration not stated)	2	-7	-12	3	-10	-3	i	-5	7
CC1=N/C(=C/c2cccnc2)C(=O)O1	4	8	7	1	-3	4	i	-7	0
CCCCOc1ccc(C(=O)NCc2ccco2)cc1	3	7	-6	-1	-11	3	i	-3	0
Cn1c(SCC(=O)NCC2CCCO2)ncc(C(=O)Nc2ccc(Cl)cc2)c1=O (configuration not stated)	-13	24	7	1	-2	4	i	5	-4
COc1ccc2nc3sc(C(=O)NCCCN4CCc5ccccc5C4)cc3cc2c1	6	-7	19	-8	-4	-7	i	1	-9
Cc1ccc(C(C(=O)NC(C)(C)C)N(Cc2cccs2)C(=O)c2csnn2)cc1 (configuration not stated)	-1	10	-12	0	-4	11	i	-4	-6
O=C(CN1CCN(c2ccccc2)CC1)Nc1nccs1	0	4	13	1	-3	-6	i	-6	2
O=C(Nc1ccccn1)c1ccc(=O)[nH]n1	2	2	5	-1	0	-8	i	-7	1
CC1CN(C(=O)c2cc(Br)c(Br)s2)CC(C)O1 (configuration not stated)	2	0	13	0	-2	-7	i	-6	4

Complete entries, quoted from the list.
CC1=N/C(=C/c2cccnc2)C(=O)O1 reads MT1-MMP act inh: 4; MLLE-PAM2 inh: 8; SKN-1 inh: 7; Rin1-Abl PPI inh: 1; bovine MsrA act: -3; NRP1-CendR mod: 4; Neddylation inh: i; FAS-TE inh: -7; E coli Lon inh: 0
COCC(C)NC(=O)c1ccc(-n2nc(C(F)(F)F)cc2-c2cccs2)cc1 (configuration not stated) reads MT1-MMP act inh: 1; MLLE-PAM2 inh: -5; SKN-1 inh: -4; Rin1-Abl PPI inh: 0; bovine MsrA act: -1; NRP1-CendR mod: 3; Neddylation inh: i; FAS-TE inh: 0; E coli Lon inh: -7
CCc1[nH]c(=O)c(C#N)c2c1COC(C)(C)C2 reads MT1-MMP act inh: 0; MLLE-PAM2 inh: -15; SKN-1 inh: -4; Rin1-Abl PPI inh: 3; bovine MsrA act: -1; NRP1-CendR mod: 8; Neddylation inh: i; FAS-TE inh: -4; E coli Lon inh: 1

(further entries)
SMILES	MT1-MMP act inh	MLLE-PAM2 inh	SKN-1 inh	Rin1-Abl PPI inh	bovine MsrA act	NRP1-CendR mod	Neddylation inh	FAS-TE inh	E coli Lon inh
Cc1cc(=O)nc2c3ccccc3n(CC(=O)NCCC3=CCCCC3)n12	0	0	-3	5	-1	2	i	8	-3
CSc1ccccc1-c1nnc(-c2ccc(Cl)c(Cl)c2)o1	1	6	13	1	-3	-4	i	22	3
Cc1cc2c(N=NC(=O)C3CC3c3ccccc3)c(O)[nH]c2cc1Br (configuration not stated)	0	-4	9	2	-12	-4	i	7	11
CCc1cc(=O)oc2cc(C)cc(OCC(=O)NCC(O)c3ccccc3)c12 (configuration not stated)	-1	-11	5	-1	-3	-3	.	5	-3
Cc1c(N/C=C/C(=O)c2cccs2)c(=O)n(-c2ccccc2)n1C	2	-2	2	-2	-3	1	i	-7	-3
Cn1c(N)c(C(=O)Nc2c(Cl)cccc2Cl)sc1=S	4	17	-10	-2	-4	1	i	1	-13
CCCCn1c(=O)[nH]c(=O)c2c1nc(-c1ccc(-c3ccccc3Br)o1)n2CC	0	1	9	-3	2	18	i	0	-12
CCCCOc1ccc(-c2cnc3ccccc3n2)cc1	-1	-6	14	1	-7	4	i	10	1
Cc1c(C)c2ccc(OCC(=O)Nc3cccnc3)cc2oc1=O	6	-10	-5	3	-4	0	.	1	-2
COc1cc(OC)c(OC)cc1CCC(C)NCCC(c1ccccc1)c1ccccc1 (configuration not stated)	-6	-1	13	2	-3	1	i	-4	12
COc1ccc(NS(=O)(=O)c2cccc(C(=O)N3CCN(C/C=C/c4ccccc4)CC3)c2)cc1	3	-11	-11	2	-2	-3	i	6	-5
CCOc1ccc(C(=O)N2CCC(C(=O)c3ccc4c(c3)OCCO4)CC2)cc1	-2	-1	-6	-2	-13	0	i	-5	0
CC(C)Oc1ccc(Br)cc1C(=O)N/N=C/c1c[nH]c2ccccc12	5	1	13	0	-2	4	.	15	1
CCOc1ccc2nc(/N=C/c3c(C)[nH]n(-c4ccccc4)c3=O)sc2c1	1	-6	-8	1	-4	-13	i	2	0
O=c1c2[nH]c3ccc(Cl)cc3c2ncn1CCN1CCCCC1	10	-14	7	-1	3	6	i	-9	5
COc1cc(OC)c2c(c1)OC(=O)CC2c1ccc2c(c1)OCO2 (configuration not stated)	4	-15	15	-1	2	-4	i	12	-13
COc1cccc(NC(=O)CN(C)C(C)C(=O)Nc2ccc(S(=O)(=O)N3CCOCC3)cc2)c1 (configuration not stated)	3	-10	-2	0	-3	-17	i	1	1
C=CCSc1nnc(-c2sc(-c3ccccc3)nc2C)n1C	2	-35	15	5	1	2	.	-5	1
O=C(CCl)Nc1ccc(S(=O)(=O)Nc2nccs2)cc1	4	6	3	1	0	1	i	-4	-6
N#Cc1nc(-c2ccc(F)cc2)oc1NCc1ccco1	5	-2	0	-2	-5	19	.	3	-4
COCCNC(=O)C1(C)CCCN(Cc2cc(-c3ccccc3)nn2C)C1 (configuration not stated)	-2	8	-5	-6	-5	-7	i	-9	-10
CSCCC(NC(=O)C1CCCCC1)c1nc2ccccc2[nH]1 (configuration not stated)	-2	5	-4	3	-4	-10	i	-1	-2
O=C(O)CC/C(=N\Nc1ccc(S(=O)(=O)N2CCCC2)cc1[N+](=O)[O-])c1cccs1	34	-2	13	-6	-4	15	i	22	2
Cc1ccc(C2N(c3cccc(Cl)c3)C(=O)N3CCCN23)cc1 (configuration not stated)	-2	-10	6	29*	-1	-8	i	6	5
O=[N+]([O-])c1ccc(Cc2ccccn2)c([N+](=O)[O-])c1	-1	0	1	-4	-1	2	i	1	3

Next part
SMILES	MT1-MMP act inh	MLLE-PAM2 inh	SKN-1 inh	Rin1-Abl PPI inh	bovine MsrA act	NRP1-CendR mod	Neddylation inh	FAS-TE inh	E coli Lon inh
CCCCSC1(SCCCC)N=C(N)C2(C#N)C(c3ccccc3)NC(C)=C(C)C12C#N (configuration not stated)	-17	3	10	-3	-4	-14	i	6	-4
COc1cc(OC)cc(-c2nc3ccccc3c(=O)n2OC(=O)c2ccccc2C)c1	5	11	-1	-1	-4	4	i	36	14
COc1ccc(C(=O)/C=C/Nc2ccc(S(=O)(=O)Nc3nc(C)cc(C)n3)cc2)cc1OC	-5	-3	-3	-2	-3	-9	i	-9	-31
COc1ccc(-c2cc(C(=O)NN3CCOCC3)c3ccccc3n2)cc1OC	-5	0	-4	-3	-2	9	i	-4	-6
CCCn1c(=O)c(C(=O)NCc2cccnc2)c(O)c2ccccc21	7	8	-3	-1	-3	-28	i	-9	3
COCc1cc(=O)[nH]c(N2CCN(C(=O)c3ccco3)CC2)n1	0	-5	-11	2	-3	3	i	-5	8
COc1ccc(NC(=O)COC(=O)CNS(=O)(=O)/C=C/c2ccccc2)cc1OC	3	-6	-9	0	-4	-2	i	-1	0
COc1cc(OC)c2c(-c3ccccc3)cc(=O)oc2c1C(CCN1CCCC(C)C1)c1ccc(N(C)C)cc1 (configuration not stated)	0	4	3	-2	-3	7	i	5	3
Cc1ccccc1-n1nnnc1SCC(=O)Nc1ccc(S(=O)(=O)N2CCCC2)cc1	-5	-14	-26	-4	-3	4	i	6	0
CCOc1cc(C(C(=O)NCC2CCCO2)N(C(=O)Cn2nnc3ccccc32)c2cccc(OC)c2)ccc1O (configuration not stated)	-2	-5	7	-3	-2	0	i	-1	1
CCN(CC)CCCC(C)NC(=O)c1cccc(S(=O)(=O)N2CCc3ccccc32)c1 (configuration not stated)	-4	0	-4	3	-3	-6	i	-2	-3
O=C(Nc1ccc2c(c1)OCCO2)C1CCN(S(=O)(=O)c2cccs2)CC1	-1	3	0	-3	-4	-8	i	5	-8
COc1ccc(NCC(=O)Nc2ccc(Cl)cc2C)c(OC)c1	4	2	-3	-6	-3	-13	i	-10	-13
CCc1ccc(C(C(=O)NC2CCCC2)N(C(=O)/C=C/C(=O)Nc2cc(C)on2)c2ccccc2C)cc1 (configuration not stated)	-19	-6	1	0	-2	5	i	7	2
COc1cccc(NC(=O)c2cccc(NC(=O)c3ccco3)c2)c1	4	7	7	-1	0	-9	i	-2	7
Cn1c(Cn2cnc3ccccc32)nnc1SCc1ccccc1	2	1	-22	1	-4	3	i	-3	-4
CCS(=O)(=O)c1nc(S(=O)(=O)c2ccc(C)cc2)c(N2CC(C)OC(C)C2)s1 (configuration not stated)	1	3	21	-2	-2	-3	i	8	1
Cc1nc2oc3c(NCC4CCCO4)ncnc3c2c2c1COC(C)(C)C2 (configuration not stated)	16	-5	-21	0	-3	-21	.	-5	10
CN(CC(=O)Nc1ccc(F)c(F)c1F)C(=O)CCc1nc2sc3c(c2c(=O)[nH]1)CCCC3	-8	-37	25	1	-4	-56	i	4	-19
Cc1ccnc(NC(=O)CN2C(=O)NC(C)(c3ccc4ccccc4c3)C2=O)c1 (configuration not stated)	4	3	-14	-2	5	-15	i	-1	0
CCN(c1ccccc1)S(=O)(=O)c1ccc(OC)c(NC(=O)C2CCC2)c1	2	-9	2	0	-8	-7	i	4	1
CCn1c(SCC(=O)NC2CCCCC2)nnc1-c1cccs1	-3	12	-7	-2	0	-4	i	-3	-8
